Source: PubChem (several laboratories)
Platelet DG rel: modulates dense granule release in human platelets; human platelet-rich plasma, SFLLRN dense granule ATP release, luminescence; inhibition, %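 (compounds screened at 7.5 µM in platelet-rich plasma)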; actives 0.22% (n = 300,000); AID 1663;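 active means mean replicate score, as percent of positive control, at or above 50; inconclusive means mean below 50 but at least one replicate at or above 50; inactive means mean and every replicate below 50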
DYRK1A inh: Dyrk1A (rat) kinase inhibition; ADP-Glo luminescence, NFATc1 peptide; inhibition, % at 12.5 µM; actives 0.43% (n = 310,000); in the data active means inhibition above about 50%;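 further: plate controls were vehicle with enzyme for no effect and no enzyme for full effect; many of its hits are not listed in these tables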
TRPC4 PAM: TRPC4 (mouse) allosteric potentiation; Q9QUQ5; HEK293 TRPC4beta/mu-opioid, DAMGO EC20, Fluo-4 Ca2+ flux; hits give high values; B-score at 10 µM; actives 0.42% (n = 310,000); AID 2227;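 active means B-score of calcium response area above 5 SD of library B-scores, with initial fluorescence ratio within 5 SD of library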;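 further: B-score of integrated fluorescence ratio over time as area under calcium response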
TRPC4 agonist: TRPC4 (mouse) channel activation; actives 0.49% (n = 310,000); HEK293 TRPC4beta/mu-opioid, Fluo4 calcium fluorescence; hits give high values; Q9QUQ5; B-score at 10 µM; AID 2237;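 active means B-score above 5 SD of library B-scores, and initial fluorescence ratio not above library mean plus 5 SD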;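 further: positive B-score marks a calcium rise read as TRPC4 activation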
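Assay system: HEK293 stable line with TRPC4beta plus mu-opioid receptor; schedule: 45 min room-temperature Fluo4 loading, 110 s read; technique: kinetic Fluo4 calcium fluorescence; evaluation: integrated baseline-normalised fluorescence ratio, converted to per-well B score; controls: buffer (low) and maximal DAMGO (high)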
KCNQ1 pot: potentiators or activators of human KCNQ1 potassium channel; P51787; CHO-K1 KCNQ1, thallium flux FluxOR fluorescence; hits give high values; B-score at 10 µM; actives 0.35% (n = 310,000);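 active means fluorescence ratio B-score, a plate-corrected score, at least three library SD, with initial intensity B-score within 5 SD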
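Schedule – 37 °C overnight plating, 90-min dark dye load, 20-min compound pretreatment · System – stable KCNQ1 CHO-K1 line · Probe or stimulus – thallium- and potassium-containing depolarizing buffer · Measured by – kinetic FluxOR fluorescence, 10 s baseline plus 110 s post-stimulus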
KCNK9 inh: inhibitors of human KCNK9 two-pore domain potassium channel; HEK293 KCNK9, FluxOR thallium flux fluorescence; hits give low values; B-score at 10 µM; actives 1.2% (n = 310,000);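 active means ratio B-score over 3 SD below the library mean, with starting fluorescence within 5 SD of its mean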;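 further: negative B-score means less thallium flux so channel inhibition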
Target sequence (Q9NPC2 whole entry, looked up, the tested form may be a part): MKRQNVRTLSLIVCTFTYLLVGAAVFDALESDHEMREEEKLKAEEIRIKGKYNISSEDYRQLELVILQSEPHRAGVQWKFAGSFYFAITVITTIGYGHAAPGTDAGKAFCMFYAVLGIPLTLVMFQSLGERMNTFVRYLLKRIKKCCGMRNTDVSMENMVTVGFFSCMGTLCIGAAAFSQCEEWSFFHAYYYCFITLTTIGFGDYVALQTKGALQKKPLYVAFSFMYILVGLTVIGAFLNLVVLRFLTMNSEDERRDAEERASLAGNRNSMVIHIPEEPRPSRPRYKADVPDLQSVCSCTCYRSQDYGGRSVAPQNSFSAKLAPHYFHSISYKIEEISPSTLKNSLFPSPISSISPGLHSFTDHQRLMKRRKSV
TRPC4 inh: TRPC4 (mouse) channel inhibition | HEK293 TRPC4beta/mu-opioid, DAMGO-evoked Fluo4 calcium flux; hits give low values | B-score at 10 µM | actives 0.39% (n = 300,000) | AID 2247;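 active means B-score over 3 SD under the library average, no early fluorescence shift, positive overall ratio signal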
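System: stable TRPC4beta/mu-opioid receptor HEK293 cells; Dosing: single-point compound dosing; Measured by: Fluo4 Ca2+ flux fluorescence; Read-out basis: per-well B score of integrated baseline-normalized Fluo4 ratio.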
KCNK3 block: human KCNK3 channel inhibition, primary screen | actives 0.84% (n = 340,000) | AID 602410 | CHO-KCNK3 thallium flux, FluxOR fluorescence; hits give low values | B-score at 10 µM | O14649;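 active means B-score under library mean minus 4 SD, starting fluorescence ratio at most library mean plus 5 SD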;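 further: more negative B-score means stronger inhibition of thallium flux through KCNK3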
Target sequence (O14649 whole entry, looked up): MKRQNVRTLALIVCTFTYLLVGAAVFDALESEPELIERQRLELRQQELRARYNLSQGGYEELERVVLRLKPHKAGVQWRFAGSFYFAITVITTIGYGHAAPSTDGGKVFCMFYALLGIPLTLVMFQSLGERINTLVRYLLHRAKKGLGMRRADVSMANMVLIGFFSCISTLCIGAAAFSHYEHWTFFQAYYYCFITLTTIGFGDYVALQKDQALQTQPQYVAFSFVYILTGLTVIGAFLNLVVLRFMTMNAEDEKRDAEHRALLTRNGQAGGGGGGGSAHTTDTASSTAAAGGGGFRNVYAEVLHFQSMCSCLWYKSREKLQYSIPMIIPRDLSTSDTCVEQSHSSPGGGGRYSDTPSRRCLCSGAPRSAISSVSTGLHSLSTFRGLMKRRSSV
KCNQ1 block: human KCNQ1 channel inhibition | P51787 | CHO-K1 KCNQ1, FluxOR thallium flux fluorescence; hits give high values | B-score at 10 µM | actives 1.3% (n = 310,000) | AID 2642;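 active means compounds whose thallium flux B-score, printed positive for inhibition, exceeds three library SD while starting fluorescence stays within three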;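 further: channel opened by potassium depolarization with thallium stimulus after 20 min compound exposure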
hERG rescue: shields human hERG channel from block by proarrhythmic agents; Q12809; activation (rescue from dofetilide block), less the hit threshold, % at 10 µM; actives 0.51% (n = 310,000); CHO-hERG, FluxOR thallium flux, dofetilide IC70 present; AID 1511;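 active means activation above the mean of controls blocked by dofetilide plus 5 SD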;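 further: thallium influx through hERG after potassium depolarization seen as dye fluorescence rise; in these data hits start at about 4.7%; inactives centre near -7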
PolyA inh: inhibitors of polyadenylation in S. cerevisiae | calls only at 12 µM | actives 0.02% (n = 300,000) | S. cerevisiae SKY197-pL101 polyadenylation reporter, beta-gal luminescence; efflux-impaired pdr1/pdr3 knockout yeast; score 100 = 6 SD above DMSO | AID 1875;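 active means lowest replicate activity score at least 50, where 100 means six control SD above control mean; inconclusive means lowest score under 50 but half or more replicates reach 50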;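 further: yeast exposed to compound for 9 h at 30 °C; higher score means more reporter readthrough which indicates perturbed polyadenylation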
Numbers without * were called inactive; i = inactive; ? = inconclusive; · = not tested or not shown. Some of the compounds tested (hit frequency here may not be typical).

mol	Platelet DG rel	DYRK1A inh	TRPC4 PAM	TRPC4 agonist	KCNQ1 pot	KCNK9 inh	TRPC4 inh	KCNK3 block	KCNQ1 block	hERG rescue	PolyA inh
Cc1cccc(C2c3[nH]c4ccccc4c3CCN2C(=O)c2nn(C)c(=O)c3ccccc23)n1 (centres undefined)	1.1	1.9	i	i	i	i	i	i	i	-17.8	i
CN(Cc1cn(C)nc1-c1cccc(Cl)c1)Cc1nccn1C	-1.7	-1.8	i	i	i	i	i	i	i	-11.5	i
COc1ccccc1-c1noc(-c2cccs2)n1	0.1	2.0	i	i	i	i	i	i	i	-11.3	i
NC(=S)N/N=C\c1ccc(-c2cccc(Cl)c2Cl)o1	4.6	7.1	i	i	i	i	i	i	i	-8.1	i
Cc1onc(-c2ccccc2)c1-c1ccc(S(N)(=O)=O)cc1	4.6	9.6	i	i	i	i	i	i	i	-10.0	i
CCN(CC)CCCn1c2c(c(SCC(=O)Nc3cccc4ccccc34)nc1=O)CCC2	-3.9	-1.3	i	i	i	i	i	i	i	-7.1	i
O=S(=O)(Cc1nnnn1-c1ccccc1)c1ccccc1	14.8	-9.6	i	i	i	i	i	i	i	-5.7	i
CC(C)(C)NC(=O)c1ccc2nccnc2c1	1.7	-2.2	i	i	i	i	i	i	i	-10.1	i
COc1cccc(/C=C2/Oc3ccccc3N(CC(=O)NCC3CCCO3)C2=O)c1 (centres undefined)	-10.3	1.3	i	i	i	i	i	i	i	-6.6	i
COc1ccc(/C=C(/NC(=O)c2ccc(C)cc2)C(=O)N2CCCC2)cc1OC	25.2	3.1	i	i	i	i	i	i	i	-4.8	i
Cc1ccc(C)c(NC(=O)COC(=O)CCCN=C2NS(=O)(=O)c3ccccc32)c1	8.9	6.4	i	i	i	i	i	i	i	-8.6	i
O=C(c1cccc(Oc2c(Cl)cccc2[N+](=O)[O-])c1)N1CCCCC1	-1.5	-3.6	i	i	i	i	i	i	i	-9.9	i
O=C(NC(=S)Nc1ccc(S(=O)(=O)N2CCCCC2)cc1)c1ccc(Cl)cc1	·	-1.9	i	i	i	i	i	i	i	-6.7	i
COc1ccc(OCCN2C(=O)c3cccc(N)c3C2=O)cc1	-1.3	-1.3	i	i	i	i	i	i	i	-7.8	i
COCC(C)n1c(C)cc(C(=O)CN2C(=O)NC(Cc3c[nH]c4ccccc34)C2=O)c1C (centres undefined)	?	1.6	i	i	i	i	i	i	i	-10.6	i
COc1ccc(C(=O)NC(=S)N2CCN(C)CC2)cc1Br	-2.8	0.0	i	i	i	i	i	i	i	-6.5	i
COc1ccc(OC)c(NC(=O)c2sc3ncnc(N4CCN(c5ccccn5)CC4)c3c2C)c1	3.6	6.1	i	i	i	i	i	-9.13*	i	-1.0	i
O=C(O)CCn1c(CO)nc2ccccc21	4.2	-4.0	i	i	i	i	i	i	i	-8.2	i
COc1ccc(Cl)cc1Nc1nc(-c2sc(NC(=O)c3ccccc3)nc2C)cs1	9.5	·	i	i	i	i	i	·	i	-5.7	i
CC(=O)Nc1ccc(-c2csc(Nc3ccc(S(N)(=O)=O)cc3)n2)cc1	-2.0	-5.1	i	i	i	i	i	i	i	-7.0	i
COc1ccc(NC(=O)NNC(=O)CCC(=O)Nc2ccccc2Cl)cc1	0.6	-0.9	i	i	i	i	i	i	i	-4.7	i
CCOC(=O)c1c(NC(=O)COC(=O)Cc2n[nH]c(=O)c3ccccc23)sc(C(=O)N(C)C)c1C	-0.1	3.5	i	i	i	i	i	i	i	-13.9	i
CCCCC1=CC2=CC(=O)C(C)(OC(=O)CC)C(=O)C2=CO1 (centres undefined)	1.4	·	i	i	i	i	i	i	i	-3.1	i
CCOC(=O)c1ccc2[nH]c3c(c2c1)CCCC3	1.0	5.3	i	i	i	i	i	i	i	-3.8	i
CCN(CC)c1nc(OCCNC(=O)Nc2ccccc2)nc(N(CC)CC)n1	4.0	5.5	i	i	i	-7.94*	i	i	10*	-11.0	i
COc1cc(/C=N/c2oc(-c3ccccc3)cc2C#N)ccc1O	-2.8	7.1	i	i	i	i	i	i	i	-4.1	i
NS(=O)(=O)c1ccc(CNc2nc(-c3cccnc3)nc3ccccc23)cc1	-2.7	14.3	i	i	i	i	i	i	i	-15.4	i
Cc1cccc(CSC2=NCCN2S(=O)(=O)c2ccc(F)cc2)c1	-6.5	7.9	i	i	i	i	i	-8.87*	i	-9.1	i
COc1cc(/C=C/C(=O)O)ccc1S(=O)(=O)N1CCCc2ccccc21	7.9	-1.5	i	i	i	i	i	i	i	-13.1	i
COc1ccc(C(=O)N/C(=C\c2cn(C)c3ccccc23)C(=O)N2CCOCC2)cc1	-8.6	1.7	i	i	i	i	i	i	i	-8.8	i
CNc1nc(NCc2ccccc2)c2ccccc2n1	13.4	3.7	i	i	i	i	-6*	i	i	-7.6	i
CN(c1ccccc1)c1nc(N)c([N+](=O)[O-])c(NCCO)n1	-1.0	-1.2	i	i	i	i	i	i	i	-12.6	i
CCCCCCNCCn1cnc2c(N)ncnc21	0.2	5.4	i	i	i	i	i	i	i	-10.2	i
CC(=O)NC(CC(=O)NCCc1ccccc1)c1ccccc1 (centres undefined)	-10.8	0.6	i	i	i	i	i	i	i	-9.8	i
CCC1(CC)NC(=O)N(CC(=O)OCn2nnc3ccccc3c2=O)C1=O	1.1	3.4	i	i	i	i	i	i	i	-12.2	i
FC(F)(F)c1cccc(Nc2ncnc3ccccc23)c1	-3.3	0.6	i	i	i	i	i	i	i	-8.9	i
COCCNc1oc(-c2ccc(Cl)cc2)nc1C#N	3.7	-0.6	i	i	i	i	i	i	i	-3.7	i
CCOc1ccc2nc(NC(=O)CSc3nc4ccccc4c(=O)n3Cc3ccco3)sc2c1	0.6	-0.4	i	i	i	i	i	i	i	-8.0	i
CCOC(=O)c1ccc(S(=O)(=O)N2CCN(C(=O)CSc3nc4ccccc4o3)CC2)cc1	1.9	0.8	i	i	i	i	i	i	i	-2.5	i
O=S(=O)(Nc1ccc(N=Nc2ccc(O)c3ccccc23)cc1)c1ccccc1	5.1	-8.2	i	i	i	i	i	i	i	-5.5	i
Cc1ccccc1NC1=CC(=O)CC(C)(C)C1	-1.4	-1.1	i	i	i	i	·	i	i	-5.3	i
CCCCCC(=O)N1CCN(c2ccc(C(C)=O)cc2F)CC1	1.1	0.4	i	i	i	i	i	i	i	-7.6	i
Cc1c(OCC(=O)NCc2cccnc2)ccc2c3c(c(=O)oc12)CCC3	-18.4	-6.3	i	i	i	i	i	i	i	-11.1	i
COc1ccccc1CN1C(=O)CNC1=S	-11.8	6.2	i	i	i	i	i	i	i	-8.5	i
COc1ccccc1NC(=O)Cn1c(=O)n(C)c(=O)c2sc3c(c21)COC(C)(C)C3	16.5	9.0	i	i	i	i	i	i	i	-13.4	i
CC1=C(C(N)=O)C(c2cccs2)n2ncnc2N1 (centres undefined)	8.1	-2.5	i	i	i	i	i	i	i	-16.1	i
Cc1ccc(-c2ccc(C(=O)Nc3cccc(F)c3)o2)c2ccccc12	-4.0	-0.4	i	i	i	i	i	i	i	-17.0	i
CC(OC(=O)c1ccc(S(=O)(=O)N2CCCCC2)cc1)C(=O)NC1CCCCC1C (centres undefined)	10.8	-5.4	i	i	i	i	i	i	i	-9.6	i
O=C(CCN1C(=O)/C(=C/c2ccccc2Cl)SC1=S)Nc1ccccn1	3.8	·	i	i	i	i	i	i	i	-15.0	i
S=C(N/N=C/c1ccccc1Cl)Nc1ccccc1	-1.0	-6.9	i	i	i	i	i	i	i	-3.8	i
CC(C)CNc1nnnc2c1sc1nc(N3CCOCC3)c3c(c12)CCCC3	-4.4	-4.4	i	i	i	i	i	i	i	-13.2	i
NS(=O)(=O)c1cccc(NC(=O)COC(=O)COc2ccc3ccccc3c2)c1	4.1	5.6	i	i	i	i	i	i	i	-8.0	i
CCn1cc(C(C)NC(=O)Nc2ccccc2C(=O)OC)c(C)n1 (centres undefined)	-0.6	-2.5	i	i	i	i	i	i	i	-5.4	i
CCCNc1cc(C)oc(=O)c1C(=O)CCC	0.5	-0.9	i	i	i	i	i	i	i	-8.7	i
Cc1ccc[n+](-c2[nH]c(=O)sc2/C=N/N=C(\[O-])c2cccnc2)c1	-11.2	-6.2	i	i	i	i	i	i	i	-14.5	i
Cc1ccc2c(c1)-c1c(ssc1=S)C(C)(C)N2C(=O)CSC1=NCCS1	-6.8	3.5	i	i	i	i	i	i	i	-12.2	i
CC(C)CNC(=O)CN(C1CCCCC1)S(=O)(=O)c1ccccc1	-2.5	2.1	i	i	i	i	i	i	i	-6.9	i
COc1ccc(CCC2(C)NC(=O)NC2=O)cc1 (centres undefined)	-4.5	0.0	i	i	i	i	i	i	i	-2.8	i
c1ccc(C2=NN(c3ccccc3)C(c3ccco3)C2)cc1 (centres undefined)	4.2	-2.4	i	i	i	i	i	i	i	-9.6	i
COc1ccc(NC(=O)c2cc3nc(-c4ccccc4)cc(C)n3n2)cc1OC	4.3	0.6	i	i	i	i	i	i	i	-21.4	i

Other structures follow.
mol	Platelet DG rel	DYRK1A inh	TRPC4 PAM	TRPC4 agonist	KCNQ1 pot	KCNK9 inh	TRPC4 inh	KCNK3 block	KCNQ1 block	hERG rescue	PolyA inh
Cc1ccc(C(=O)N/N=C\c2ccc(Br)o2)o1	-1.4	5.5	i	i	i	i	i	i	i	-9.7	i
CCCCC(=O)Nc1nnc(/C=C/c2ccc(OC)cc2)s1	-1.2	19.7	i	i	i	i	i	i	i	-6.3	i
Cc1coc2cc3oc(=O)c4c(c3cc12)CCCC4	4.8	36.1	i	i	i	i	i	i	i	-4.2	i
CC(C)c1nnc(NC(=O)CCC(=O)N2CCN(c3ccc(F)cc3)CC2)s1	?	-2.7	i	i	i	i	i	i	i	-9.9	i
O=C(NCc1ccccc1Cl)c1cc(=O)[nH]c2ccccc12	14.1	1.7	i	i	i	i	i	i	i	-9.8	i
O=C(COC(=O)c1ccc(S(=O)(=O)NCc2ccco2)cc1)NC1CCCCCC1	-8.8	0.8	i	i	i	i	i	i	i	-18.3	i
CNC(=S)N/N=C1\C(=O)c2cccc3cccc1c23	3.8	0.7	i	i	i	i	i	i	i	-7.6	i
